Source: PubChem (National Center for Advancing Translational Sciences (NCATS))
ELG1 repair inh = ELG1-dependent DNA repair inhibition; HEK293T ELG1-luciferase reporter, luminescence, 16 h; DNA damage induced by 5-fluorouridine; Potency, µM (titrated, usually from 46.1 µM), without a hit: at the highest dose activity change, negative = inhibition, usual class: inhibitors; 330,000 compounds, 2.3% hits; AID 504467; also: potency is read from the fitted curve at half-maximal effect; % is scaled to controls: 0 for no effect and ±100 for the full control effect; nearly all actives have a fitted effect of over 55% in size
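Overnight (16 hr) co-exposure of 2,000 cells/well to 5-fluorouridine and compound at 37 °C preceded detection. Luciferase was quantified via ONE-Glo luminescence; loss of signal denotes inhibition.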
KCNH2 3.1 inh = inhibitors of human KCNH2 3.1 potassium channel isoform; 340,000 compounds, 0.95% hits; AID 720553; activity change, % (tested at about 1.8 µM); U2OS KCNH2 3.1, thallium flux FluxOr; stronger effect = lower value;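 active = maximum activity change below -70%; inconclusive = maximum activity change from -70% to -50%; inactive = maximum activity change above -50%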;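 also: thallium influx rate constant from kinetic fluorescence after stimulation buffer; % is scaled to controls: 0 for no effect and ±100 for the full control effect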
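Measured as rate of thallium-driven FluxOr signal in transduced U2OS cells carrying the 3.1 channel, read kinetically for 2 min upon stimulation; values are rate constants scaled to DMSO control wells.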
Menin MLL FP TR = inhibitors of human menin-MLL interaction, mutant MLL peptide | 270,000 compounds, 0.23% hits | AID 1768 | Menin + Texas Red MLL mutant peptide, fluorescence polarization | O00255 | Potency, µM (highest dose often 61.6 µM), inactives show top-dose FP activity change, negative = inhibition, most hits filed as inhibitors; active = well fitted inhibition curve with a large enough effect in the polarisation, with a control signal flat, not every such curve was filed as active; inconclusive = small, poorly fitted or top-dose-only effect, or effect the other way, or a change in a side signal; inactive = no such curve, though single readings can be large or run the other way; the % refers to the polarisation; also: potency is read from the fitted curve at half-maximal effect; % of control where 0% means no effect; many of its hits are not listed in these tables
Target sequence (O00255 whole entry, looked up): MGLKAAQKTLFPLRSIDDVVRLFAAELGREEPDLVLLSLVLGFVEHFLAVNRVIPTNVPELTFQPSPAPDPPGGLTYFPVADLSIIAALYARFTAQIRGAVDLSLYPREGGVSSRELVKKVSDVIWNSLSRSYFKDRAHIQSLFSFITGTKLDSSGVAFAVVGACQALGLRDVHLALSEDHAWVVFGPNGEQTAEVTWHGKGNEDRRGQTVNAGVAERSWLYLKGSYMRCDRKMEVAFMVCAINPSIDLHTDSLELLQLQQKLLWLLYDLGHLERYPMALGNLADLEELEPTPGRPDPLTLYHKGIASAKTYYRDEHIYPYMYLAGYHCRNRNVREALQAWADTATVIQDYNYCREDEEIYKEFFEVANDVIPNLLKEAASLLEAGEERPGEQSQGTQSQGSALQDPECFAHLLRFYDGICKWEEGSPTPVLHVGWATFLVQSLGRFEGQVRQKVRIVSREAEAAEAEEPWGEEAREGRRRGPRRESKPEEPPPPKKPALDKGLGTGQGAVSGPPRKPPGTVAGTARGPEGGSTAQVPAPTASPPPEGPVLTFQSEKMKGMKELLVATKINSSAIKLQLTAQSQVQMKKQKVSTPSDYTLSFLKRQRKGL
Mito fusion yeast = blocks mitochondrial division or promotes mitochondrial fusion; S. cerevisiae fusion-defective mutant growth rescue, CellTiterGlo 48 h; Potency, µM (doses to about 46.1 µM), without a hit: top-dose growth rescue (activation), most hits filed as activators; 320,000 compounds, 0.23% hits;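 also: potency is read from the fitted curve at half-maximal effect; % of control where 0% means no effect; nearly all actives have a fitted effect of over 45% in size; temperature-sensitive fusion mutants such as fzo1-1 at 37 °C on non-fermentable ethanol glycerol medium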
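Temperature-sensitive fusion-defective S. cerevisiae (e.g. fzo1-1, mgm1-5) were grown with compound in YPEG medium (3% ethanol, 3% glycerol) for 48 hours at 37C. Growth rescue was measured as viability by CellTiterGlo luminescence after 10 minutes at ambient.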
NPC1 prom act = NPC1 promoter activation; Huh7 NPC1 promoter luciferase reporter, 24 h; Potency, µM (top dose mostly 9.22 µM), without a hit: top-dose activation, most hits filed as activators; 320,000 compounds, 2.4% hits;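 also: potency is read from the fitted curve at half-maximal effect; % of control where 0% means no effect; nearly all actives have a fitted effect of over 60% in size; reporter is driven by a mutant NPC1 promoter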
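Cells: Huh7 expressing luciferase under the NPC1 promoter, 1500/well. Seeded 2 h, compound added, incubated 24 h at 37 °C. Luciferase reagent, 10 min ambient, then luminescence.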
PKM2 act = activators of human pyruvate kinase M2. 260,000 compounds, 0.34% hits. P14618. purified PKM2, Kinase-Glo ATP luminescence, activation; response scale: 0% is enzyme alone, no compound. Potency, µM (doses to about 57.5 µM), inactives show at the top dose activation, most hits filed as activators; also: potency is read from the fitted curve at half-maximal effect; % is scaled to controls: 0 for no effect and ±100 for the full control effect; nearly all actives have a fitted effect of over 55% in size
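ATP formation by purified human PK-M2, quantified via coupled luciferase luminescence after 1 h at room temperature with 0.1 mM ADP and 0.5 mM PEP final.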
RORgamma inh = blocks mouse ROR gamma transcriptional activity | 310,000 compounds, 5.4% hits | P51450 | Potency, µM (top dose mostly 53.6 µM), for the others: at the highest dose activity change, negative = inhibition, hits mostly inhibitors | Drosophila S2 Gal4-RORgamma UAS-luciferase reporter, 20 h; also: potency is read from the fitted curve at half-maximal effect; % is scaled to controls: 0 for no effect and ±100 for the full control effect; nearly all actives have a fitted effect of over 60% in size
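Compounds are pin-transferred onto Drosophila Schneider cells expressing a copper-inducible Gal4–ROR gamma transactivation domain fusion. After 1 hr, copper sulfate is added to 700 uM final; luciferase is read 20 hr later.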
Gal4-VP16 FLuc = inhibits Gal4-VP16 luciferase reporter, ROR gamma counter-screen | Drosophila S2 Gal4-VP16 UAS-luciferase, luminescence, 20 h | Potency, µM (highest dose often 53.6 µM), without a hit: at the top dose activity, negative = inhibition, most hits filed as inhibitors | 310,000 compounds, 3.5% hits | AID 2546;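 also: Gal4-VP16 expression switched on by copper sulfate through the metallothionein promoter; potency is read from the fitted curve at half-maximal effect; % is scaled to controls: 0 for no effect and ±100 for the full control effect; nearly all actives have a fitted effect of over 50% in size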
Rab9 promoter act = Rab9 promoter activation | Huh7 Rab9 promoter-luciferase reporter, luminescence, 24 h | Potency, µM (titrated, usually from 9.22 µM), for the others: at the top dose activation, negative = inhibition, usual class: activators | 320,000 compounds, 2.8% hits | AID 485297; also: potency is read from the fitted curve at half-maximal effect; % of control where 0% means no effect; nearly all actives have a fitted effect of over 60% in size
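Luciferase signal after 10 min detection reagent at ambient indicates Rab9 promoter upregulation; stably transfected Huh7 cells were treated 24 h with compound in DMSO at 37 °C, 5% CO2.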
FLuc modulator = counter-screen for miR-21 project: firefly luciferase inhibitors or activators; AID 588342; purified FLuc, Km substrates, luminescence inhibition; 360,000 compounds, 6.9% hits; Potency, µM (doses to about 57.5 µM), inactives show top-dose activity change, negative = inhibition, hits mostly inhibitors;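 also: potency is read from the fitted curve at half-maximal effect; plate controls were vehicle for no effect and reference inhibitor for full effect; nearly all actives have a fitted effect of over 55% in size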
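Purified P. pyralis luciferase (10nM final) with 10uM D-luciferin and 10uM ATP (Km levels) in 50mM Tris acetate pH 7.5, 10mM Mg acetate, 0.01% Tween-20, 0.05% BSA; qHTS 6-point titration, ~60 µM downward; luminescence read.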
MBNL1 CUG block = MBNL1-poly(CUG) RNA binding inhibition; Q9NR56; TR-FRET MBNL1-His/biotin-(CUG)12 binding, 665/545 ratio; Potency, µM (titrated, usually from 57.5 µM), inactives show top-dose activity change, negative = inhibition, hits mostly inhibitors; 280,000 compounds, 0.036% hits; AID 2675; active = well fitted inhibition curve with a large enough effect in the signal ratio, with a control signal flat, not every such curve was filed as active; inconclusive = small, poorly fitted or top-dose-only effect, or effect the other way, or a change in a side signal; inactive = no such curve, though single readings can be large or run the other way; the % refers to the signal ratio; also: potency is read from the fitted curve at half-maximal effect; % is scaled to controls: 0 for no effect and ±100 for the full control effect
Target sequence (Q9NR56 whole entry, looked up): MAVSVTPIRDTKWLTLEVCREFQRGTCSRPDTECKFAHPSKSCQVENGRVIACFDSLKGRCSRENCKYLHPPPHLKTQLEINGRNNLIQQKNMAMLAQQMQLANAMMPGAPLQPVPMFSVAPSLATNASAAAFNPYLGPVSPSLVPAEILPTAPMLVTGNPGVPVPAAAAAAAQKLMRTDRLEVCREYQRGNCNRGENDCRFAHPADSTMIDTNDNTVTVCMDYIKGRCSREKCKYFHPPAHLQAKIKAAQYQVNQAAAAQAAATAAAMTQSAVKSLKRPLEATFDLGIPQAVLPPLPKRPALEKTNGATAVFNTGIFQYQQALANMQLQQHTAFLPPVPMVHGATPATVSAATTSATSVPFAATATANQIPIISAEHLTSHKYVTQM
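TR-FRET between His-tagged MBNL1 and biotin-(CUG)12 RNA, detected with Tb anti-His antibody (0.055 ng/ul) and streptavidin-XL665 (5 nM), 60 min at room temperature. Compounds titrated 92 nM to 58 uM; 665/545 nm ratio normalized to buffer and complex controls.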
Starred values were filed as active, the others as inactive; ? = inconclusive; / = no result given; & = joins results of further samples; [ ] = remark or other dose. Unless noted, calls follow the shape of the dose curve; as a rule, active = well fitted curve in the direction sought with a large enough effect; inconclusive = small, poorly fitted or top-dose-only effect, or another doubt; inactive = no such curve, though single readings can be large; an effect the other way counts as inactive or inconclusive. These rows are one share of the data; count on the stated rates, not on these rows.

structure	ELG1 repair inh	KCNH2 3.1 inh	Menin MLL FP TR	Mito fusion yeast	NPC1 prom act	PKM2 act	RORgamma inh	Gal4-VP16 FLuc	Rab9 promoter act	FLuc modulator	MBNL1 CUG block
COc1ccccc1NC(=O)CCC(=O)N1CC(C)Oc2ccc(C)cc21 (stereo unspecified)	-4%	-2	0%	2%	4%	-3%	15%	-2%	-2%	1%&3%	0%
CCc1ccccc1NC(=O)CSc1nnc(CNC(=O)c2ccco2)n1C	3%	0	-9%	-2%	0%	/	4%	-1%	-1%	0%	-3%
CNC(=O)C(=O)NCC1OCCN1S(=O)(=O)c1ccc([N+](=O)[O-])cc1 (stereo unspecified)	12%	-21	9%	-1%	-4%	0%	-8%	-7%	-4%	-1%	?
O=C1CC(NNc2ccccc2)C(=O)N1c1cccc(Cl)c1 (stereo unspecified)	11%	2	?	-4%	-1%	0%	20%	9%	-4%	-18%	22%
Cc1ccc(-c2n[nH]c(=S)n2C)cc1Cl	0%	10	-2%	-5%	-3%	4%	0.56µM*	3.5µM*	0%[1.84 µM]	-4%	-7%
CC1Cc2ccccc2N1C(=O)COC(=O)c1cc(Br)ccc1O (stereo unspecified)	-20%	-6	/	12%	-3%	/	/	/	-7%	2%	/
COc1ccc(S(=O)(=O)N2CCCC(C(=O)NCc3ccco3)C2)cc1Cl (stereo unspecified)	-4%	-22	-4%	2%	-1%	-5%	4%	-9%	9%	1%	-8%
O=C(C[n+]1cc(-c2ccccc2)n2c1CCC2)c1cccs1	?	-9	14%	3%	-1%	1%	-15%	4%	-2%	4%	0%
CC(C)CCNC(=O)NC(=O)COc1ccccc1C#N	?	-11	-1%	-5%	1%	0%	10%	16%	3%	-21%	-4%
Cc1ccsc1C(=O)OCC(=O)Nc1sccc1C(N)=O	?	-18	3%	10%	?	-5%	21%	4%	?	5.4µM*	-4%
COc1cc(C(=O)N2CCN(Cc3ccccc3C(F)(F)F)CC2)cc(OC)c1OC	-6%	0	-14%	1%	-10%	18%	?	2%	1%	-1%	-11%
CCOC(=O)/C=C/C(=O)Nc1ccc(S(=O)(=O)N(C)c2ccccc2)cc1	-5%	33	?	-1%	-10%	13%	?	-29%	0%	-2%	-2%
O=C(N/C(=C/c1ccc(Br)cc1)C(=O)N1CCOCC1)c1cccs1	-16%	6	3%	-6%	-5%	-13%	16%	-11%	2%	1%	16%
O=C(Nc1cccc2ccccc12)c1ccccc1NS(=O)(=O)c1cccc2cccnc12	-3%	-11	?	3%	1%	13%	-13%	2%	-6%	2%	/
CCC(=O)Nc1ccc2oc(-c3cccnc3)nc2c1	?	-9	/	-1%	?	1%	-22%	2%	3.5µM*	17µM*	13%
CCOc1cc(CO)ccc1OCC(=O)N1CCCCC1	13%	14	6%	0%	-1%	-2%	2%	-1%	-1%	-2%	-2%
CN(C)c1ccc(/C=C2\C(=N)N3N=C(CC(=O)N4CCCCC4)SC3=NC2=O)cc1	?	4	/	6%	3%	/	?	18%	3%	13µM*	?
COc1ccc(NC(=O)COC(=O)CC2Sc3ccccc3NC2=O)cc1 (stereo unspecified)	?	-2	/	0%	-1%	/	/	/	-1%	?	/
CCc1ccccc1NC(=O)CSc1nc2ccccc2n1CC(=O)N(C)C	3%	3	-2%	-2%	-2%	6%	8%	7%	0%	-1%	-2%
Cc1ccccc1NC(=O)c1c(C)[nH]c(=S)c(C#N)c1-c1ccc(Cl)cc1	11%	-5	/	13%	-1%	-6%	1%	0%	-4%	-5%	15%
C=CCNCC(O)COc1ccc(C(C)=O)cc1OC (stereo unspecified)	?	17	/	-2%	4%	0%	11%	1%	-1%	4%	/
Cc1cc(C(=O)COC(=O)C2COc3ccccc3O2)c(C)n1CC1CCCO1 (stereo unspecified)	2%	1	7%	-1%	1%	-6%	4%	7%	-8%	4.8µM*	1%
Cc1c(-c2ccccc2)[n+](=O)c(-c2ccc(Br)cc2)c(C)n1[O-]	21%	-2	/	-1%	-3%	-7%	21%	-4%	-2%	-1%	4%
O=C(O)C1CCC(=O)N1Cc1ccccc1Cl (stereo unspecified)	?	0	30%[activator]	-4%	-1%	0%	10%	-5%	1%	0%	1%
O=C(COC(=O)CCSc1ccc(Cl)cc1)NCc1ccccc1Cl	-2%	-20	-6%	2%	-3%	-6%	3%	-2%	3%	-10%	2%
CN(C)CCCN1C(=O)C(=O)/C(=C(/O)c2ccncc2)C1c1ccccc1 (stereo unspecified)	1%	-6	0%	2%	14%	-3%	-3%	-1%	1%	1%	3%
Cc1ccc(NC(=O)c2ccc3ccccc3n2)cc1S(=O)(=O)N(C)C	?	2	19%	3%	?	0%	-22%	-11%	2.8µM*	4.3µM*	-2%
COc1ccc(NCc2nnc(SCC(=O)N3CCCc4ccccc43)o2)cc1	-19%	0	0%	-7%	4%	8%	2%	15%	-5%	-15%	0%
CCOc1ccc(CN2CCNC(=O)C2CC(=O)NC2CCOCC2)cc1 (stereo unspecified)	-5%	-2	-8%	-1%	-2%	-1%	-15%	-7%	8%	3%	14%
CC1CCCN(c2nc3c(c(=O)[nH]c(=O)n3C)n2Cc2ccccc2Cl)C1 (stereo unspecified)	-16%	4	-23%	13%	1%	-10%	-4%	-16%	-2%	0%	-22%
CCC(=O)Nc1nc(C)c(C(=O)N2CCCCC2)s1	0%	4	17%	3%	-1%	-3%	14%	-5%	-5%	6%	-4%
Cc1ccc(NC(=O)CN2CCN(CCN=CC3=C(O)CC(C)(C)CC3=O)CC2)cc1	24%	14	-16%	-3%	0%	-6%	2%	11%	-4%	1%	2%
O=C(O)c1ccc(Oc2ccccc2)o1	7%	-5	/	-3%	-6%	3%	9%	-3%	0%	-6%	-1%
Cc1cc(NC(=O)CC(C)(C)C)nc2c1c(=O)oc1ccccc12	17%	-18	-12%	4%	0%	8%	1%	-4%	-1%	0%	6%
COc1ccc(N2CCN(S(=O)(=O)CCNC(=O)C3CC(=O)N(c4ccccc4)C3)CC2)cc1 (stereo unspecified)	9%	12	17%	-10%	-31%[inhibitor]	/	2%	1%	-10%	1%&-4%	-2%
CC1(C)OC(=O)N(c2cccnc2)C1(C)O (stereo unspecified)	8%	4	7%	-3%	-2%	3%	?	-3%	0%	1%	-7%
Cc1ccc(NC(=O)CSc2ccc(-c3ccccn3)nn2)cc1F	?	-24	/	-10%	16%	3%	-33%	5%	13%	-5%	13%
Cc1nc(NCCc2ccccc2)sc1C(=O)N(C)C	?	1	5%	-10%	?	0%	-5%	16%	29%	-19%	1%
O=C(c1ccc(OC2CCN(Cc3cccc(F)c3)CC2)cc1)N1CCCCC1	-9%	-8	/	-3%	-2%	-7%	16%	0%	3%	4%	-6%
CN(C)c1cc(-c2cccc([N+](=O)[O-])c2)oc(=O)c1Cl	13%	3	/	-1%	1%	-8%	9%	-1%	-7%	0%	18%
CC(=O)C1=C(O)C(=O)N(c2ccc(C(=O)O)cc2)C1c1ccc([N+](=O)[O-])cc1 (stereo unspecified)	5%	0	-7%	7%	1%	0%[11.5 µM]	-5%	-11%	4%	-12%	?
C=CCn1cccc(C(=O)Nc2ccc(OC)c(Cl)c2)c1=O	?	-12	1%	7%	?	/	18%	-11%	?	19µM*	5%
Cc1onc(-c2c(Cl)cccc2Cl)c1C(=O)N=C(N)N1CC(C)OC(C)C1 (stereo unspecified)	?	7	/	-1%	1%	-4%	14%	-2%	-5%	3%	-9%
O=C(/C=C/Sc1ncn[nH]1)c1ccc(Cl)cc1	?	-5	/	-9%	-41%[inhibitor]	16%	4.5µM*	4.5µM*	-55%[inhibitor]	1.9µM*	-11%
Cc1ccc(-c2nc3c4ccccc4ccn3c2CN2CCCCC2)cc1	9%	-9	/	-2%	1%	0%	?	-4%	12%	?	6%
COc1ccc(S(=O)(=O)N2CCOCC2)cc1C(=O)N1CCCC1	6%	-2	/	1%	-2%	0%	-15%	-1%	-1%	4%	-7%
Cc1ccc(CN2C(=O)CCC2C(=O)NCc2ccccc2Cl)cc1 (stereo unspecified)	-6%	-1	-16%	0%	-1%	1%	9%	-3%	-1%	4%	3%
